# FUS suppressor – rescues growth of FUS-expressing yeast; 390,000 compounds, 0.24% hits; AID 1347120; S. cerevisiae FUS-expressing, growth rescue, OD600, 24 h; Potency, µM (titrated, usually from 76.6 µM), inactives show at the top dose growth rescue (activation), hits mostly activators;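 further: potency means the concentration at half of the fitted maximal effect; plate controls were DMSO vehicle for no effect and reference control for full effect; nearly all actives have a fitted effect of over 55% in size; some results filed as inactive show a strong effect at the top dose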
#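 Yeast expressing FUS under galactose induction, OD 0.005 in 2% galactose medium; compounds in a dilution series, 24 h at 30C. Growth rescue by absorbance at 600 nm; CP55940 positive control, DMSO negative.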
# aSyn yeast inh – rescues yeast growth from alpha-synuclein toxicity; Potency, µM (series often up to 46.1 µM), for inactives: top-dose growth rescue (activation), actives largely listed as activators; Yeast expressing alpha-synuclein, growth rescue, BacTiter-Glo, 24 h; 370,000 compounds, 0.14% hits; further: potency means the concentration at half of the fitted maximal effect; % of control where 0% means no effect; nearly all actives have a fitted effect of over 65% in size
#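 Screening used galactose-induced yeast with toxic alpha-synuclein levels, exposed to compound for 24 hr at 30 deg C. Cell growth, read with BacTiter-Glo luminescence, gave the measured signal.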
# MmCpn inh – blocks the Methanococcus maripaludis chaperonin Mm-Cpn | purified Mm-Cpn ATPase, ADP Transcreener TR-FRET | Potency, µM (top dose mostly 76.9 µM), for inactives: at the highest dose activity, negative = inhibition, hits mostly inhibitors | AID 504842 | 330,000 compounds, 0.031% hits; further: potency means the concentration at half of the fitted maximal effect; on the % scale 0 is the no-effect control and ±100 the full control effect; nearly all actives have a fitted effect of over 80% in size
#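 Measured: ADP formation by purified Mm-CPN. Conditions: 25 nM protein, 10 uM ATP, Tris pH 7.4 with Mg2+, K+ and DTT, 37°C for 30 min. Detection: Transcreener HTRF after 30 min at room temperature.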
# PTHR1 agonist – PTHR1 (human) receptor agonism; Q03431; Potency, µM (series often up to 115 µM), for inactives: at the top dose activation, most hits filed as activators; 410,000 compounds, 0.075% hits; HEK293 GP2 PTHR1 cells, GloSensor cAMP luminescence, 1 h; further: potency means the concentration at half of the fitted maximal effect; nearly all actives have a fitted effect of over 55% in size; some results filed as inactive show a strong effect at the top dose; inactives centre near -15; many of its hits are not listed in these tables
# Target sequence (Q03431 whole entry, looked up): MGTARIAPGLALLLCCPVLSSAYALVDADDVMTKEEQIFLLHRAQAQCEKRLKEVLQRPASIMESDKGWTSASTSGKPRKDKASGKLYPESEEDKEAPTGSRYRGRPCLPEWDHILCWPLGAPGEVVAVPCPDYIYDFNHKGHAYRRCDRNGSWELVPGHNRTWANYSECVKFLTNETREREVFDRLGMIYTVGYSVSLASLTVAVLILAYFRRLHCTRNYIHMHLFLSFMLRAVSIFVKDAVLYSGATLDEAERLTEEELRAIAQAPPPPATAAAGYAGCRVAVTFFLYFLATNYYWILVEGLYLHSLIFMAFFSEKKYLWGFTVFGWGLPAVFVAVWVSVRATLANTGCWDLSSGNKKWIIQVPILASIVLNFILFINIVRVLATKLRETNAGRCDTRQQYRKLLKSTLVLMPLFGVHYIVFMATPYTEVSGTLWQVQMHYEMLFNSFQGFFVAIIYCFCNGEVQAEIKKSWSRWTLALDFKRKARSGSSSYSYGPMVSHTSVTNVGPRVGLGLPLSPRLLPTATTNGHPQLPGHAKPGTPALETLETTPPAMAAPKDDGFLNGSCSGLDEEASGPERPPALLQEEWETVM
#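 HEK-293-derived GP2 cells expressing PTHR1 and a GloSensor cAMP reporter, 3,000/well, plated overnight, given luciferin plus IBMX (each 0.5 mM as added) for 1 h at 37 °C, then compound for 1 h at 37 °C. Luminescence was read after 15 min at room temperature.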
# GLP1R inv ag – GLP-1 receptor (human) inverse agonism; P43220; Potency, µM (highest dose often 38.3 µM), inactives show at the top dose activity change, negative = inhibition, hits mostly inhibitors; HEK293 GLP-1R CRE-luciferase, luminescence, 24 h; GLP-1R form is constitutively active; 410,000 compounds, 1.6% hits; AID 624417; further: potency means the concentration at half of the fitted maximal effect; on the % scale 0 is the no-effect control and ±100 the full control effect; nearly all actives have a fitted effect of over 55% in size
# Target sequence (P43220 whole entry, looked up): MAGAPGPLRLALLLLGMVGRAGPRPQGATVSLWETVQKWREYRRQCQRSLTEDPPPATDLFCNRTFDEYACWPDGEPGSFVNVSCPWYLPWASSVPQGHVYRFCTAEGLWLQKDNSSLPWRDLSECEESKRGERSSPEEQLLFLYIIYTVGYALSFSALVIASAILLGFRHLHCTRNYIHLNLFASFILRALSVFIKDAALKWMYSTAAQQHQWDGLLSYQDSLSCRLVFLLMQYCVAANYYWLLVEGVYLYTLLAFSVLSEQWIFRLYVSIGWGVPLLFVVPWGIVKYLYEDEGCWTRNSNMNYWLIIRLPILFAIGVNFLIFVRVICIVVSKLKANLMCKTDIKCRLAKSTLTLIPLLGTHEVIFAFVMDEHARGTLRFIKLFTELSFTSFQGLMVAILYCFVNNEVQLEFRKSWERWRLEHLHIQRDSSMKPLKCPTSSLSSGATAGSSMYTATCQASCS
#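 Inverse agonism was detected as reduced cAMP-driven luciferase luminescence after 24 h compound treatment. The cells were HEK293 clones expressing constitutively active human GLP-1R with the reporter. Reporter-only and GPR119 cell lines served as counterscreen controls.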
# HEK293 tox – cytotoxic in the GLP-1 receptor inverse agonist counter-screen | HEK293 cAMP-luciferase reporter cells, luminescence, 24 h | 410,000 compounds, 0.13% hits | Potency, µM (titrated, usually from 38.3 µM), for inactives: top-dose activity change, negative = inhibition, hits mostly inhibitors | AID 624418;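 further: loss of luciferase light is scored as toxicity; potency means the concentration at half of the fitted maximal effect; on the % scale 0 is the no-effect control and ±100 the full control effect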
#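 To flag toxic compounds, the library was rerun on cells for 24 hr at 37 deg C and 5% CO2. Viability-linked luminescence was captured 12 min after adding luciferase detection reagent.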
# TDP-43 yeast inh – inhibitors of TDP-43 toxicity in yeast. 410,000 compounds, 1.8% hits. Potency, µM (highest dose often 46.1 µM), for inactives: top-dose growth rescue (activation), hits mostly activators. TDP-43 expressing yeast growth rescue, BacTiter-Glo, 24 h; further: potency means the concentration at half of the fitted maximal effect; % of control where 0% means no effect; nearly all actives have a fitted effect of over 50% in size
#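 Cell-based yeast growth screen: TDP-43 expression induced in galactose, inoculum OD600=0.02 after raffinose pregrowth to mid-log. Read-out BacTiter-Glo luminescence at 24 hr, 30 deg C; inhibition of toxicity seen as signal increase.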
# Abeta rescue – restores growth of yeast expressing A-beta42 peptide | yeast expressing A-beta42, growth rescue, OD600, 48 h; response scale: 0% DMSO, 100% iron-clioquinol control | Potency, µM (top dose mostly 46.1 µM), for inactives: at the highest dose growth rescue, most hits filed as activators | 410,000 compounds, 0.063% hits; further: potency means the concentration at half of the fitted maximal effect; nearly all actives have a fitted effect of over 55% in size
#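 Yeast growth medium received pinned compounds, then yeast cells expressing toxic A-beta were added; plates incubated at 30 C for 48 hr. Growth read as absorbance at 600 nm, normalized to DMSO and equimolar FeCl3 plus clioquinol controls.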
# Akt phos inh – blocks phosphorylation of Akt; Neuro2A IGF-stimulated pAkt S473 HTRF, 20 min; hits give low values; activity change, % for hits at 50 µM; 360,000 compounds, 0.32% hits; AID 651550; in the data active means activity change below about -80%; inconclusive means mostly about -51% to -80%; further: on the % scale 0 is the no-effect control and ±100 the full control effect
#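 Single-point screen (50 µM final compound) in Neuro2A cells stimulated 20 min with 6 nM IGF at 37 deg C. After lysis, Ser473-phosphorylated Akt read by HTRF (ex 330 nm, em 615/665 nm) as the 665/615 ratio.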
# * hit, by the source's call; i = inactive; ? = inconclusive; . = no result given; [ ] = remark or other dose. Unless noted, the call rests on the fitted dose curve; in most records, active means well fitted curve in the direction sought with a large enough effect; inconclusive means small, poorly fitted or top-dose-only effect, or another doubt; inactive means no such curve, though single readings can be large; an effect the other way counts as inactive or inconclusive. A portion of the library. The share of hits here may be higher or lower than overall.
SMILES,FUS suppressor,aSyn yeast inh,MmCpn inh,PTHR1 agonist,GLP1R inv ag,HEK293 tox,TDP-43 yeast inh,Abeta rescue,Akt phos inh
CC1=NNC(=O)C(CC(=O)Nc2ccc(Cl)c(Cl)c2)C1 (stereo not drawn),10%,2%,1%,i,-12%,-2%,15%,8%,i
CCN(C(=O)CCS(=O)(=O)c1cccc2nonc12)c1ccc(C)c(C)c1,-2%,7%,2%,-16%,19%,16%,-5%,-5%,i
COc1ccccc1C1CC(=O)NC(C)=C1C(=O)OCC1CCCO1 (stereo not drawn),-1%,-1%,-4%,-5%,12%,1%,-3%,-2%,i
O=C(O)c1ccc(Oc2cccc([N+](=O)[O-])c2)cc1C(=O)O,31%,-1%,1%,-6%[57.5 µM],6%,3%,29%,1%,i
CC1CCCCC1NC(=O)CSc1nnc(CC(=O)Nc2ccccc2F)n1C (stereo not drawn),21%,-3%,1%,-1%,-18%,-4%,-12%,8%,i
COc1ccc2nc(Nc3nc(CSc4nnnn4-c4ccccc4)cc(=O)[nH]3)nc(C)c2c1,14%,-10%,-2%,i,6%,4%,-4%,13%,-120%*
Cc1ccc(CNC(=O)COCc2cc(-c3ccc4c(c3)OCO4)on2)cc1,-12%,.,.,i,-25%,-3%,25%,-6%,.
CCOC(=O)C1(Cc2cccc(Cl)c2)CCCN(C(=O)c2ccc(COC)s2)C1 (stereo not drawn),33%,14%,-2%,i,?,-6%,2%,17%,i
CC(Sc1nnc(-c2ccccc2F)n1C)C(=O)Nc1ccc(N2CCOCC2)cc1 (stereo not drawn),1%,-5%,.,-1%,11%,1%,-2%,-6%,i
CCOC(=O)c1ccc(NS(=O)C23CC4CC(CC(C4)C2)C3)cc1 (stereo not drawn),3%,5%,-4%,i,-5%,-17%,-15%,8%,i
O=C(/C=C/c1cccc(Cl)c1)Nn1c(-c2cccs2)nc2ccccc2c1=O,6%,-30%,1%,i,-1%,2%,10µM*,3%,i
CCOC(=O)c1ccc(NC(=O)CSc2nnc(CCc3ccc(C)o3)n2-c2ccccc2)cc1,30%,2%,2%,i,?,-14%,11%,4%,i
O=C(O)c1ccccc1SCC(=O)N1CCCCC1,6%,-6%,1%,-5%[57.5 µM],0%,15%,1%,-9%,i
Cc1ccc(N(CC(=O)Nc2ccc3c(c2)OCCO3)S(=O)(=O)c2c(C)n[nH]c2C)cc1,28%,3%,1%,i,8%,-5%,8%,11%,i
CC(O)(c1cccc(F)c1)c1nc(-c2cnc3ccccc3c2)cs1 (stereo not drawn),?,?,.,-51%[inhibitor],?,4%,?,-4%,i
COc1ccc(CNC(=O)CN2C(=O)COc3ccccc32)c(OC)c1,20%,.,.,i,13%,1%,3%,-14%,.
CN(CCC(=O)Nc1ccc2c(c1)OCO2)Cc1ccccc1,-7%,0%,-9%,-5%[57.5 µM],-2%,-2%,-17%,6%,i
CCOc1ccc(N2C(=O)CC(NC3CCN(C(=O)c4cccs4)CC3)C2=O)cc1 (stereo not drawn),25%,2%,0%,i,3%,4%,0%,30%,i
COc1ccccc1/C=C/c1nc(S(=O)(=O)c2ccccc2)c(NCCN(C)C)o1,21%,-3%,1%,?,?,-23%,?,6%,i
C[C@@]12C(=O)N(Cc3ccccc3)CC(=O)N1[C@H](/C=C/c1ccccc1)[C@@H]1C(=O)N(c3ccccc3)C(=O)[C@@H]12,24%,2%,2%,i,-6%,5%,6%,2%,i
COC(=O)C(Cc1cnc(Cl)s1)(C(=O)OC)c1ccc([N+](=O)[O-])cc1[N+](=O)[O-],12%,11%,-4%,-6%,13%,4%,-8%,11%,i
CCCC(C)NC(=O)c1cccc(Oc2ccccc2)c1 (stereo not drawn),4%,-14%,3%,-37%[inhibitor],?,-1%,-3%,-18%,i
COc1cc(-c2c(C#N)c(N)nc3c2CCCC3)ccc1O,-6%,1%,-1%,-34%,21%,-2%,13%,15%,i
COC(=O)c1ccc2c(c1)sc(=NC(=O)CCS(=O)(=O)c1ccccc1)n2C,26%,13%,-2%,i,17%,-14%,10%,10%,i
CC(c1nccs1)N(C)C(=O)CCc1nnc(-c2ccc(-c3ccccc3)cc2)o1 (stereo not drawn),45%,7%,0%,-78%[inhibitor],?,-6%,?,-8%,i
Nc1nonc1/C(=N/O)N1CCN(CCO)CC1,-21%,-5%,-1%,i,48%[activator],3%,-1%,8%,i
COc1ccccc1CNC(=O)C(NS(=O)(=O)c1cccc2nsnc12)C(C)C (stereo not drawn),-2%,-1%,0%,i,9%,-10%,2%,16%,i
CCN(CC)C(=O)c1ccc2c(c1)N(Cc1ccccc1)C(=O)CS2=O (stereo not drawn),-1%,1%,0%,-23%,11%,-11%,14%,6%,i
CCOc1ccc2c(=O)c(-c3ccc4c(c3)OCCCO4)c(C)oc2c1,.,1%,-1%,-21%,19%,3%,-11%,-1%,i
CCc1ccccc1Nc1sc(C(=O)c2cccc(OC)c2)c(N)c1S(=O)(=O)c1ccccc1,0%,.,.,i,-2%,1%,22%,1%,.
Cc1ccccc1SCC(=O)OCC(=O)Nc1sccc1C(N)=O,-5%,-4%,2%,-25%,24%,-3%,-16%,-9%,i
O=C(CCn1cnnn1)Nc1cccc(F)c1,-19%,7%,-2%,-28%,8%[7.66 µM],-3%[7.66 µM],1%,13%,i
CC(C)CC(=O)N1CCN(C(=O)c2ccc(-c3ccccc3)cc2)CC1,13%,3%,-4%,-12%,?,-10%,11%,8%,i
COc1cccc(OC)c1C(=O)Nc1ccccc1NC(=O)c1c(OC)cccc1OC,20%,-3%,0%,i,0%,1%,6%,0%,i
O=C(Cc1ccc(Cl)cc1)Nc1ccc(Br)cn1,-25%,0%,0%,-23%,?,8%,27%,30%,i
O=C(CSc1nnc2c(Cl)cc(Cl)cn12)N1CCN(c2ccc(F)cc2)CC1,-4%,8%,-2%,i,4%,-17%,-3%,-4%,i
CCN1CCN(C(=O)C(Cc2ccccc2)NC(=O)c2ccc(Cl)c(S(=O)(=O)N(C)C)c2)CC1 (stereo not drawn),16%,-1%,-1%,22%,-13%,1%,4%,5%,i
Cc1cccc(NC(=S)NC(=O)Cc2ccccc2)c1C,8%,15%,2%,i,?,?,?,7.9µM*,i
O=C(CCC(=O)Nc1ccccc1Cl)NNS(=O)(=O)c1ccc(Cl)cc1,10%,-6%,-1%,i,?,3%,13%,17%,i
C(=N\NC1=NCCN1)/c1ccncc1,-20%,2%,1%,i,17%,2%,6%,-7%,i
CN1CCN(C(=O)C2=C[C@@H](c3csc4ccccc34)C[C@@H](OCc3ccc(CO)cc3)O2)CC1,-3%,-2%,.,-1%,2%,-5%,10%,4%,i
CCNC(=O)C1(C)CCN(C(=O)c2ccc(C(F)(F)F)cc2)C1 (stereo not drawn),9%,-1%,.,i,22%,7%,25%,11%,i
Cc1cc(C)c(C)c(OCCOCCN2CCOCC2)c1,14%,-2%,-1%,i,7%,2%,-16%,3%,i
c1ccc(-c2n[nH]c3ccccc23)cc1,-14%,5%,0%,-7%,?,-5%,-5%,4%,i
CN(C)S(=O)(=O)c1cccc(NC(=O)COC(=O)[C@H](Cc2ccccc2)NC(=O)c2ccco2)c1,17%,4%,0%,i,6%,12%,-5%,9%,i
O=C(CCS(=O)(=O)c1cccc2nonc12)Nc1ccc(F)cc1F,30%,.,.,i,21%,-1%,-10%,-8%,.
O=C(c1ccc2c(c1)OCCO2)C1CCN(S(=O)(=O)c2cccc(F)c2)CC1,28%,8%,-8%,-27%,0%,1%,26%,-5%,i
Cc1ccc(NS(=O)(=O)c2ccc(-c3coc(C)n3)cc2)c(C)c1,-2%,11%,-2%,i,-25%,0%,21%,15%,i
COC(=O)c1ccccc1S(=O)(=O)N1CCC(C(=O)NCC2CCCO2)CC1 (stereo not drawn),-16%,6%,4%,i,3%,-9%,29%,16%,i
COc1ccc(Cl)cc1NC(=O)CSC1=NN2CCCC(=O)N=C2S1,34%,3%,-2%,-10%,?,-1%,?,-8%,i
CCn1c(C)nnc1SCC(=O)Nc1ccc(N2CCOCC2)cc1,.,-4%,-4%,-5%,25%,27%,-10%,-12%,i
Cc1ccc(C(=O)Nc2ccccc2C(=O)NC(Cc2ccccc2)C(=O)O)cc1 (stereo not drawn),5%,-6%,-4%,-2%,34%[activator],3%,17%,-4%,i
CCOCCCn1c(=NC(=O)c2ccco2)c(C(=O)OCC)cc2c(=O)n3cccc(C)c3nc21,15%,10%,0%,i,49%[activator],106%[activator],0%,-3%,i

# Of the compounds above, 3 have an NH in an aromatic ring:
SMILES,FUS suppressor,aSyn yeast inh,MmCpn inh,PTHR1 agonist,GLP1R inv ag,HEK293 tox,TDP-43 yeast inh,Abeta rescue,Akt phos inh
COc1ccc2nc(Nc3nc(CSc4nnnn4-c4ccccc4)cc(=O)[nH]3)nc(C)c2c1,14%,-10%,-2%,i,6%,4%,-4%,13%,-120%*
Cc1ccc(N(CC(=O)Nc2ccc3c(c2)OCCO3)S(=O)(=O)c2c(C)n[nH]c2C)cc1,28%,3%,1%,i,8%,-5%,8%,11%,i
c1ccc(-c2n[nH]c3ccccc23)cc1,-14%,5%,0%,-7%,?,-5%,-5%,4%,i

# Compound activity: PubChem, National Center for Advancing Translational Sciences (NCATS)
